Screening data from PubChem BioAssay.
Pf apPOL block = Pf-apPOL DNA polymerase inhibition; Recombinant Pf-apPOL, molecular beacon fluorescence, 1.5 h; 0.25% of 210,000 active; inhibition, % at 10 µM
mHTT-CaM PPI inh = mHTT-calmodulin interaction abrogation. P42858. AlphaScreen His-mHTT/GST-CaM binding, luminescence. inhibition, % at 15 µM. 3.6% of 190,000 active. AID 1671202;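 note: 0% = both proteins with DMSO and 100% = one protein alone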
An asterisk follows results filed as active; nt = no result given; + = active, no number; & = joins results of further samples. Cut-off read from the data, not from the text of the source: active = inhibition above about 50%; inactive = the rest.

SMILES	Pf apPOL block	mHTT-CaM PPI inh
CC[C@@H]1C(c2ccc(F)cc2)=NN(c2ccc(Br)cc2)[C@H]1C(=O)N1CCOC1=O	-2	-45
Cn1c2c(c3ccccc31)C(=NOC(=O)c1cccc(C(F)(F)F)c1)CCC2	0	nt
CCOc1cc2c(cc1OCC)C1C(C(=O)NCc3cccnc3)c3ccccc3C(=O)N1CC2 (stereo not drawn)	-4	0
COc1cccc(S(=O)(=O)N2CCCCC2c2nncn2C)c1 (stereo not drawn)	1	-3
COc1ccc(OCC(=O)NCC(=O)O)cc1	7	-1
COc1ccc(CCC(=O)N2CCN=C2N2CCCC2)cc1	-2	-6
Cc1ccc(CCNC(=O)c2nnn(-c3ccc4c(c3)OCCO4)c2N)cc1	10	-4
CC(C)Oc1ccc(NC(=O)CCc2ccccc2)cc1	-17	-16
Cc1cccn2c(=O)c3cc(C(=O)NC(C)c4ccccc4)c(=N)n(Cc4ccco4)c3nc12 (stereo not drawn)	4	51*
CC1CCCCC1NC(=O)c1cnn2c(C(F)(F)F)cc(-c3ccco3)nc12 (stereo not drawn)	-14	-2
CCCCC(C)C(=O)Nc1nc2c(s1)CN(S(=O)(=O)c1ccc(C)cc1)CC2 (stereo not drawn)	-7	13
Cc1sc(NC(=O)CSc2nncn2C)nc1-c1ccccc1	-9	5
CC12CCC(C(=O)N(c3ccc(S(N)(=O)=O)cc3)C1=O)C2(C)C (stereo not drawn)	-2	-1
COc1cccc(Oc2c(C)oc3c(CN4CCCCCC4)c(O)ccc3c2=O)c1	-6	9
O=C(Nc1cccc([N+](=O)[O-])c1)c1ccc(Cl)c(S(=O)(=O)N2CCOCC2)c1	4	10
COc1ccc2oc(C(F)(F)C(F)F)cc(=O)c2c1	-3	-4
Clc1nc(Cl)nc(Nc2ccc(I)cc2)n1	-1	3
COc1cccc(CNC(=O)Cn2nc3c4cccc(C)c4ncn3c2=O)c1OC	-1	-10
O=c1[nH]ncn2c1c(-c1ccccc1)c1cc([N+](=O)[O-])ccc12	1	nt
CN1CCCc2cc(C(=O)NCc3ccccc3)sc21	-2	1

Individual results from above:
Under Pf apPOL block, COc1ccc(OCC(=O)NCC(=O)O)cc1 has 7
Under mHTT-CaM PPI inh, CC12CCC(C(=O)N(c3ccc(S(N)(=O)=O)cc3)C1=O)C2(C)C (stereo not drawn) has -1
Under Pf apPOL block, COc1ccc(CCC(=O)N2CCN=C2N2CCCC2)cc1 has -2
Under Pf apPOL block, CCOc1cc2c(cc1OCC)C1C(C(=O)NCc3cccnc3)c3ccccc3C(=O)N1CC2 (stereo not drawn) has -4
Under Pf apPOL block, Cc1ccc(CCNC(=O)c2nnn(-c3ccc4c(c3)OCCO4)c2N)cc1 has 10
Under Pf apPOL block, COc1cccc(CNC(=O)Cn2nc3c4cccc(C)c4ncn3c2=O)c1OC has -1
Under mHTT-CaM PPI inh, COc1cccc(Oc2c(C)oc3c(CN4CCCCCC4)c(O)ccc3c2=O)c1 has 9

Other entries
SMILES	Pf apPOL block	mHTT-CaM PPI inh
Cc1cccc(N2CCN(CC(=O)NCC3CCCO3)CC2)c1C (stereo not drawn)	-5	4
Cc1nc2cc(N3CC(C(=O)NCc4ccccc4Cl)CC3=O)ccc2o1 (stereo not drawn)	-2	14
Cc1ccc(NC(=O)c2ncn(-c3cccc(C)c3)n2)cc1	-1	-4
CC(C)(C)C(=O)Nc1nnc(C2CC(=O)N(c3ccc(F)cc3)C2)o1 (stereo not drawn)	0	19
Cc1cccc(N(C)C(=O)Cn2c(N3CCCCC3)nc(C)cc2=O)c1	-1	-8
COc1ccc(C2CC(C(F)(F)F)n3ncc(C(=O)Nc4ccc5c(c4)OCO5)c3N2)cc1 (stereo not drawn)	2	17
O=C(NCCCSc1ccc(Cl)cc1)Nc1ncccn1	-2	-4
COc1ccc(-c2noc(C3CCCN3C(=O)COc3ccccc3)n2)cc1 (stereo not drawn)	-1	8
O=c1cc(O)cc(/C=C/c2ccc(O)c(O)c2)o1	3	nt
O=C1CC(c2cccs2)CC2=C1C(c1cccc(F)c1)Nc1ccccc1N2 (stereo not drawn)	3	13
O=C(Nc1cc(F)cc(F)c1)c1c(O)c2cccnc2n(-c2ccc(F)cc2)c1=O	-6	9
CCOC(=O)c1oc2ccccc2c1NC(=O)c1cccc(OC)c1OC	-6	-72
O=C(CSc1ncn[nH]1)Nc1ccc(Br)cc1	-4	-2
Cc1ccc2[nH]cc(CCN3CC(C(=O)N4CCc5ccccc5C4)CC3=O)c2c1 (stereo not drawn)	3	40
CCCc1cc(C2CCCN2C(=O)Nc2ccccc2OCC)no1 (stereo not drawn)	-2	-12
Cc1ccc(-c2nnc(SCC#CCO)o2)cc1	-9	3
O=c1cc(-c2cccc(Cl)c2)oc2cccc(O)c12	-2	3
CN(CC(=O)N1CCCC1)Cc1cc(-c2cccs2)n[nH]1	-7	5
Cc1ccc(C)c(C(C)NC(=O)C2C3CCC(O3)C2C(=O)O)c1 (stereo not drawn)	-12	-3
CCCCOCC(O)C[N+]1(Cc2ccccc2)CCOCC1 (stereo not drawn)	-2	-5
CN(Cc1ccccc1)C(=O)c1ccc2c(c1)NC(=O)C(N1CCCCC1)S2 (stereo not drawn)	-14	30
Cc1nc(C(=O)Nc2ccc(Cl)cc2)c(C)o1	0	-4
C=CC1=C(C)C(=Cc2[nH]c(Cc3[nH]c(C=C4NC(=O)C(C)=C4C=C)c(C)c3CCC(=O)O)c(CCC(=O)O)c2C)NC1=O	1	nt
COc1ccccc1C=C1Oc2c(CN(C)C)c(O)cc(C)c2C1=O	0	7
O=C(O)CN1C(=O)CSc2ccccc21	1	-4
O=[N+]([O-])c1ccc(S(=O)(=O)NCCOc2ccccc2Cl)cc1	-4	4
O=C(NCc1ccco1)c1cccc(S(=O)(=O)N2CCCCCC2)c1	-4	4
Nc1cc(N)nc(SCC(=O)NCc2ccccc2)n1	-3	4
O=C(NCc1cccnc1-c1ccc(F)cc1)c1cccc(F)c1	-3	1
CCn1cc(C2=CCN(C(=O)NCc3ccc(C)cc3)CC2)c2cccnc21	-5	28
CCOc1ccc2nc(NC(=O)C3CCN(Cc4nc5ccccc5[nH]4)CC3)sc2c1	3	15
CCOc1ccc(S(=O)(=O)NCCC2CCN(C(=O)c3ccc(F)cc3)CC2)cc1	-4	39
O=C(Nc1ccc(S(=O)(=O)Nc2cccc(C(F)(F)F)c2)cc1)c1cccs1	3	nt
O=C(Nc1ccccc1Cl)C1CN(S(=O)(=O)C2CC2)CC12CCCCC2 (stereo not drawn)	4	1
CCCCNc1nc(CC)c2c(c1C#N)CC(C)(C)OC2	1	-10
COc1cc(/C=C2/N=C(c3ccc([N+](=O)[O-])cc3)OC2=O)cc(OC)c1OC	-1	4
COc1cc(/C=C2\C(=O)Nc3ccc(Br)cc32)cc(Br)c1OC	-5	59*
Nc1nc2nc(-c3ccccc3)cc(C(F)(F)F)n2n1	-4	0
O=C(Nc1ccc(Cl)cc1F)c1cc(S(=O)(=O)NC2CCCCC2)ccc1F	-4	7
CCCn1c(C2CCN(C(=O)Nc3ccc(OC)c(F)c3)C2)nc2cccnc21 (stereo not drawn)	-4	8
Cc1nc(Nc2ccc(C(F)(F)F)cc2)c2c(C)c(C)sc2n1	-5	6
O=C(Nc1ccccc1C(=O)O)c1cc(S(=O)(=O)N2CCCC2)c(Cl)cc1Cl	7	6
CCc1csc2nc(C)c(NC(=O)c3ccc(C)cc3)c(=O)n12	-2	-2
Cc1cc([N+](=O)[O-])ccc1NC(=O)CN1C(=O)c2ccccc2S1(=O)=O	5	1
Cc1ccc(OCC(=O)Nc2cccc([N+](=O)[O-])c2)cc1C	-14	2
CC1(C)O[C@@H](CN)[C@H](CN)O1	nt	-6
COc1ccccc1-n1nc(C(=O)Nc2cc(C)on2)c2ccccc2c1=O	-4	8
Cc1ccc(NC(=O)c2cn(C)c(=O)c3ccccc23)c(Br)c1	-9	10
COCCN1C(=O)c2ccccc2C(C(=O)NCc2ccco2)C1c1ccc(F)cc1 (stereo not drawn)	-2	8
O=C(NC1CCCC1)C1C2C=CC3(CN(Cc4ccccc4)C(=O)C13)O2 (stereo not drawn)	-6	-5
Cc1ccc(C2C(=O)N(C3CCCC(C)C3C)CC(=O)N2Cc2ccccc2)cc1 (stereo not drawn)	-4	15
Cc1ccc2nc(SCC(=O)Nc3cccc(Cl)c3C)[nH]c2c1	6	16
CC(=O)c1ccc(NS(=O)(=O)c2cc([N+](=O)[O-])c(C)cc2C)cc1	0	0
Cc1ccc(-c2cc(C(F)F)nc(SC3CC(=O)C4OCC3O4)n2)cc1 (stereo not drawn)	2	16
CCC(=O)Nc1c2c(nn1-c1ccc([N+](=O)[O-])cc1)CSC2	-4	9
Cc1ccc(CN2C(=O)NC3(CCN(C(=O)c4cc5ccccc5[nH]4)CC3)C2=O)cc1	0	8
Cc1ccc(C=c2sc3nc4ccccc4n3c2=O)o1	-8	nt
O=C(NCc1ccccc1)c1ccc2ncccc2c1	3	nt
CC1(C)CC(=O)C=C(NCc2ccc3c(c2)OCO3)C1	3&28	1&-6
COc1ccc(N(CC(N)=O)S(C)(=O)=O)c(OC)c1	-9	-4

The last five entries of the section above are carried over, then new ones follow:
SMILES	Pf apPOL block	mHTT-CaM PPI inh
Cc1ccc(CN2C(=O)NC3(CCN(C(=O)c4cc5ccccc5[nH]4)CC3)C2=O)cc1	0	8
Cc1ccc(C=c2sc3nc4ccccc4n3c2=O)o1	-8	nt
O=C(NCc1ccccc1)c1ccc2ncccc2c1	3	nt
CC1(C)CC(=O)C=C(NCc2ccc3c(c2)OCO3)C1	3&28	1&-6
COc1ccc(N(CC(N)=O)S(C)(=O)=O)c(OC)c1	-9	-4
O=C1Nc2ccccc2N(O)N1c1ccc(Cl)c([N+](=O)[O-])c1	-2	1
CN1C(=O)C(=CC2=Cc3ccccc3OC2)SC1=S	-2	4
Cn1c(-c2nc(C(=O)NCCCN3CCCC3=O)cs2)cc2ccccc21	-25	14
O=c1[nH]c(-c2ccccc2)cn1-c1ccc(F)cc1	-2	14
Cc1cccc(NC(=O)C2=NN(c3ccccc3)C(=O)CC2)n1	-4	-1
CN1Cc2nnn(Cc3ccccc3)c2-c2cc(F)ccc2S1(=O)=O	-2	-3
COc1ccc(NC(=O)CCc2cccc3[nH]ccc23)cc1OC	-2	3
COc1ccc(CC(=O)Nc2cccc(Cl)c2)cc1	-3	-17
CCOc1ccccc1/C=C1/N=C(c2cc([N+](=O)[O-])ccc2OC)OC1=O	-4	-3
CN1CCN/C1=C(\C(Cl)=C(Cl)Cl)[N+](=O)[O-]	4	0
Cc1ccccc1C(=O)N1CCC(c2nc3ccncc3n2CC(C)C)C1 (stereo not drawn)	-8	-2
O=C(Nc1c2c(nn1-c1cccc(Cl)c1)CS(=O)(=O)C2)c1cc2ccccc2oc1=O	2	12
CC(C)(C)[Si](C)(C)N1C(=O)C[C@H]1C(=O)O	nt	-6
O=C(c1ccc(F)cc1)N1CCN(CC2CC3C=CC2C3)CC1 (stereo not drawn)	-11	-3
COc1ccc(C(=O)N2CCN(Cc3ccc(C)cc3)CC2)cc1	-13	1
COc1ccc(C2CCCN2C(=O)CCc2ccccc2)cc1 (stereo not drawn)	-2	0
CC1(C)OC(=O)C(=Cc2cccn2-c2ccc(OC(F)(F)F)cc2)C(=O)O1	14	nt
Cc1c(C(=O)Nc2ccc(F)cc2)oc2ccc(S(=O)(=O)N3CCCCCC3)cc12	-6	21
COc1ccc(CO)cc1OCc1ccccc1	4	nt
CC(C)C(=O)Nc1cccc(-c2nnc(-c3ccccc3)o2)c1	-12	0

Next section; it opens with the six that closed the last part.
SMILES	Pf apPOL block	mHTT-CaM PPI inh
COc1ccc(C(=O)N2CCN(Cc3ccc(C)cc3)CC2)cc1	-13	1
COc1ccc(C2CCCN2C(=O)CCc2ccccc2)cc1 (stereo not drawn)	-2	0
CC1(C)OC(=O)C(=Cc2cccn2-c2ccc(OC(F)(F)F)cc2)C(=O)O1	14	nt
Cc1c(C(=O)Nc2ccc(F)cc2)oc2ccc(S(=O)(=O)N3CCCCCC3)cc12	-6	21
COc1ccc(CO)cc1OCc1ccccc1	4	nt
CC(C)C(=O)Nc1cccc(-c2nnc(-c3ccccc3)o2)c1	-12	0
COc1ccc(C2SCC(=O)N2c2ccc(Cl)cc2)cc1 (stereo not drawn)	1	-9
Cn1c(=O)c2c(SCc3ccc(Br)cc3)nc(-c3ccco3)nc2n(C)c1=O	-1	-3
O=C1C2C(c3ccccc3)N3CN(C2c2ccccc2)C(c2ccccc2)C1C3c1ccccc1 (stereo not drawn)	-7	nt
S=C(NCCc1ccccc1)NNC(=S)NC1CC2C=CC1C2 (stereo not drawn)	-49&-71	nt
Cc1cc([N+](=O)[O-])nn1CCCC(=O)Nc1ccc(Cl)cc1Cl	-1	-1
COc1cc(C(=O)N2CCN(Cc3ccc4c(c3)OCO4)CC2)cc(OC)c1OC	1	3
CCOC(=O)Cc1nc(N)ncc1C(=O)OCC	2	nt
COc1ccccc1C(=O)N1CCN=C1c1ccccc1	-6	-1
CC1(C(=O)NCc2ccccc2)CCCN(C(=O)c2ccccc2Cl)C1 (stereo not drawn)	0	-8
N#C/C(=C\c1cccn1-c1ccc([N+](=O)[O-])cc1)c1nn(-c2ccccc2)c(N)c1C#N	8	42
N/C(=N\OC(=O)Oc1ccccc1)c1ccccn1	-3	+
Cc1cccc(-c2csc3c(=O)n(CC#N)cnc23)c1	-4	-3
CC(=O)N1CCN(CC(O)COc2ccc(OCc3ccccc3)cc2)CC1 (stereo not drawn)	-24	11
COc1ccccc1N1CCN(C(=O)CCc2ccccc2)C(C)C1=O (stereo not drawn)	1	-5
Cc1ccc(-n2nc3c(c2NC(=O)c2ccc(Br)o2)CS(=O)(=O)C3)cc1	-4	13
CCCN1CCN(CCNC(=O)CC2CCN(c3ccnc(NC)n3)CC2)CC1	-2	3
CC(C)CC(NC(=O)C1CCCC1)C(N)=O (stereo not drawn)	nt	-2
O=C(O)COc1c(Cl)cc(/C=C2\NC(=O)NC2=O)cc1Br	-1	-1
CCc1nc2cc(Br)c(C)c(C)c2nc1CC	1	-21
CCCC(=O)NC(c1ccc(C)cc1)c1ccc2cccnc2c1O (stereo not drawn)	9	100*
O=C(c1csc2c1CCCCC2)N1CCCC1	-1	2
Cc1cc(CNC(=O)c2cc3ccccc3o2)c(C)o1	-8	-17
c1ccc(N=C(Nc2ccccc2)Nc2ccccc2)cc1	2	nt
CCn1cc(-c2nc(C)c(C(=O)N3CCOCC3)s2)c2cccnc21	0	9
